From PubChem BioAssay
GLP1R ag – agonists of human GLP-1 receptor; Potency, µM (series often up to 45.6 µM), for inactives: at the highest dose activation, most hits filed as activators; 380,000 tested, 0.007% active; AID 624172; HEK293 GLP-1R CRE-luciferase, luminescence, 4-6 h; cells express a hypersensitive GLP-1R form; further: potency means the concentration at half of the fitted maximal effect; % of control where 0% means no effect
GLP-1R inv ag – GLP-1 receptor (human) inverse agonism. 410,000 tested, 1.6% active. P43220. Potency, µM (highest dose often 38.3 µM), without a hit: at the highest dose activity change, negative = inhibition, actives largely listed as inhibitors. HEK293 GLP-1R CRE-luciferase, luminescence, 24 h; GLP-1R form is constitutively active. AID 624417; further: potency means the concentration at half of the fitted maximal effect; on the % scale 0 is the no-effect control and ±100 the full control effect; nearly all actives have a fitted effect of over 55% in size
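Stable HEK293 clone (constitutively active GLP-1R + cAMP-response luciferase); 200 cells/uL plated, 12 h pre-culture, compound 24 hr, 37 deg C/5% CO2; detection reagent 12 min RT; luminescence.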
WRN inhibitor – WRN helicase (human) inhibition | Q14191 | WRN helicase unwinding, fluorescent forked duplex, kinetic | 360,000 tested, 0.46% active | Potency, µM (series often up to 114 µM), without a hit: at the highest dose activity change, negative = inhibition, actives largely listed as inhibitors; further: potency means the concentration at half of the fitted maximal effect; on the % scale 0 is the no-effect control and ±100 the full control effect; nearly all actives have a fitted effect of over 55% in size
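WRN at 20 nM final preincubated with compound 15 min at room temperature; reaction started with 100 nM fluorophore/quencher forked duplex oligonucleotide and 2 mM ATP final. Unwinding followed kinetically by red fluorescence (ex 525, em 598 nm).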
GLP1R cytotox – cytotoxicity in counter-screen for GLP-1R inverse agonists; HEK293 cAMP-luciferase reporter cells, luminescence, 24 h; Potency, µM (series often up to 38.3 µM), without a hit: top-dose activity change, negative = inhibition, hits mostly inhibitors; 410,000 tested, 0.13% active; AID 624418;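 further: loss of luciferase light is scored as toxicity; potency means the concentration at half of the fitted maximal effect; on the % scale 0 is the no-effect control and ±100 the full control effect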
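Step one: seed cells (200 cells/uL, DMEM with 10% Nu serum, 1% pen-strep). Step two: 12-hour incubation at 37 deg C. Step three: pin 23 nL compound, incubate 24 hr. Step four: add luciferase reagent, read luminescence 12 min later.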
PI5P4Ka inh – inhibitors of human PI5P4K alpha; P48426; PI5P4Kalpha enzyme, ADP-Glo luminescence, 60 min; active compounds read low; max response, %; 330,000 tested, 1.2% active; active means max response of -50% or lower; inconclusive means between -30% and -50%; inactive means -30% or higher; further: value at the top dose of about 77 µM; on the % scale 0 is the no-effect control and ±100 the full control effect
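qHTS, 1536-well: enzyme/substrate mix, compound by pin tool, 5 microM ATP final; RT 60 min; ADP-Glo reagents 1 (45 min) then 2 (30 min); luminescence.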
IL2 activator – IL-2 activation | IL-2 activation reporter assay, cell-based qHTS; stimulated with anti-CD3/CD4/CD28 beads; in transgenic mouse T cells | activation, % (series mostly up to about 46 µM) | 360,000 tested, 0.065% active | AID 652025; in the data active means activation above about 50%; inconclusive means mostly about 30% to 49%; further: 0% is about no effect
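Readout: EGFP and DsRed signals by fluorescent plate cytometry. Unstimulated transgenic mouse T cells received compound 60 min before antibody-bead stimulation, then incubated 18 h at 37 degrees C.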
DRD3 antagonist – D3 dopamine receptor (human) antagonism; P35462; D3R cells, DiscoveRx beta-arrestin luminescence, antagonist mode; active compounds read low; max response, negative = inhibition, %; 360,000 tested, 2.5% active; AID 652054; in the data active means max response below about -50%; inconclusive means no clear call, values can overlap the other calls; further: on the % scale 0 is the no-effect control and ±100 the full control effect; mostly tested at two doses, the higher about 12 µM
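Cells expressing the human receptor were seeded at 1500 cells/well, incubated overnight at 37 degrees C in 5% CO2, then exposed to library compounds with dopamine controls for 90 minutes at 37 degrees C before luminescent detection.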
PLK1 PBD block – PLK1 (human) polo-box domain binding inhibition | Plk1 PBD binding of FITC phosphopeptide, fluorescence polarization | Potency, µM, for the others: max response, negative = inhibition, most hits filed as inhibitors | 360,000 tested, 2.8% active | AID 720504; further: potency means the concentration at half of the fitted maximal effect; series mostly up to about 57 µM; on the % scale 0 is the no-effect control and ±100 the full control effect; nearly all actives have a fitted effect of over 65% in size
DRD3 agonist – D3 dopamine receptor (human) agonism. P35462. D3R DiscoveRx beta-arrestin cells, luminescence, 90 min. max activation, %. 410,000 tested, 0.58% active; in the data active means max activation above about 30%; further: 0% is about no effect; mostly tested at two doses, the higher about 12 µM
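Agonist-mode cell screen: cells plated at 1500/well and incubated overnight at 37 °C, then exposed to library compounds for 90 min at 37 °C. Detection reagent was added for 30–60 min at room temperature, and luminescence was read.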
An asterisk follows results filed as active; ? = inconclusive; · = no result given; & = joins results of further samples; [ ] = remark or other dose. Unless noted, the call rests on the fitted dose curve; in most records, active means well fitted curve in the direction sought with a large enough effect; inconclusive means small, poorly fitted or top-dose-only effect, or another doubt; inactive means no such curve, though single readings can be large; an effect the other way counts as inactive or inconclusive.

SMILES | GLP1R ag | GLP-1R inv ag | WRN inhibitor | GLP1R cytotox | PI5P4Ka inh | IL2 activator | DRD3 antagonist | PLK1 PBD block | DRD3 agonist
Cc1c(C)c2c(OCC(=O)NCC(=O)NCC(=O)O)cc3c(c2oc1=O)CCC(C)(C)O3 | 1% | 20% | -34% | -4% | -5 | -0.7 | 1 | 12µM* | 4
Cc1ccoc1C(=O)Nc1cccc(Oc2ccccc2)c1 | 2% | ? | -11% | 79%[activator] | 5 | 2.9 | 0 | 30µM* | 1
Cc1ccc(C)c(NC(=O)Cn2nnc(C(=O)NCc3ccco3)c2N)c1 | -2% | ? | 1% | ? | 1 | -0.2 | 1 | -3% | 3&-1
COc1ccccc1N1CCN(C(=O)Cc2cccs2)CC1 | -8% | 0% | 8% | 2% | -19 | -1.6 | 10 | 0% | 1
O=C(Nc1sc2c(c1C(=O)O)CCCCC2)c1ccccc1F | -5% | ? | -26% | -16% | -19 | -2.9 | -13 | -21% | -10
O=c1c(-c2ccccc2)c(O)nc2ccccn12 | 2% | 7% | -4% | 9% | · | 0.2 | -24 | -11% | -8
CC(=O)N1CCC(C(=O)NCCOc2cccc(C)c2)CC1 | 1% | -6% | 7% | -9% | 4 | -0.1 | 3 | -11% | -12
O=C(COC(=O)c1c[nH]c2ccccc12)Nc1ccccc1 | -5% | ? | -26% | -13% | 6 | -0.5 | 21 | 1% | 4
CNNC(=S)Nc1cccc(C(F)(F)F)c1 | 9% | -24% | -4% | 2% | 0 | -0.1 | 0 | -9% | 0
O=c1[nH]c2cc3c(cc2cc1CN(CC1CCCO1)S(=O)(=O)c1ccc(Cl)cc1)OCCO3 (configuration not stated) | -10% | 2% | -5% | 2% | · | -3.0 | 9 | 0% | -1
O=C1C(Cl)=C(Nc2ccccc2O)C(=O)N1c1ccccc1 | -11% | -12% | -13% | -30% | · | -2.6 | -9 | 8.4µM* | 2
COc1ccccc1CNC(=O)COC(=O)c1cc(-c2ccco2)nc2ccccc12 | 2% | 1% | 35µM* | 1% | · | -0.9 | 9 | ? | 2
C=CCNC(=O)c1ccc(CSc2nc3ccccc3s2)cc1 | 9% | ? | 11% | ? | -4 | -2.0 | -4 | ? | -12
O=C1/C(=C/c2ccco2)SC(=S)N1CC1CCCO1 (configuration not stated) | 9% | 3% | ? | ? | ? | -0.4 | -1 | -14% | 12
CCOC(=O)C(NC(=O)c1ccc(Cl)cc1Cl)(Nc1ccc(C)cc1)C(F)(F)F (configuration not stated) | 4% | ? | 17% | 8% | -1 | 2.4 | 7 | 4% | -1

A second format for part of the listing above.
Results follow in this order: GLP1R ag	GLP-1R inv ag	WRN inhibitor	GLP1R cytotox	PI5P4Ka inh	IL2 activator	DRD3 antagonist	PLK1 PBD block	DRD3 agonist
> Cc1ccc(C)c(NC(=O)Cn2nnc(C(=O)NCc3ccco3)c2N)c1
    -2%	?	1%	?	1	-0.2	1	-3%	3&-1
> COc1ccccc1N1CCN(C(=O)Cc2cccs2)CC1
    -8%	0%	8%	2%	-19	-1.6	10	0%	1
> O=C(Nc1sc2c(c1C(=O)O)CCCCC2)c1ccccc1F
    -5%	?	-26%	-16%	-19	-2.9	-13	-21%	-10
> O=c1c(-c2ccccc2)c(O)nc2ccccn12
    2%	7%	-4%	9%	·	0.2	-24	-11%	-8
> CC(=O)N1CCC(C(=O)NCCOc2cccc(C)c2)CC1
    1%	-6%	7%	-9%	4	-0.1	3	-11%	-12
> O=C(COC(=O)c1c[nH]c2ccccc12)Nc1ccccc1
    -5%	?	-26%	-13%	6	-0.5	21	1%	4
> CNNC(=S)Nc1cccc(C(F)(F)F)c1
    9%	-24%	-4%	2%	0	-0.1	0	-9%	0
> O=c1[nH]c2cc3c(cc2cc1CN(CC1CCCO1)S(=O)(=O)c1ccc(Cl)cc1)OCCO3 (configuration not stated)
    -10%	2%	-5%	2%	·	-3.0	9	0%	-1
> O=C1C(Cl)=C(Nc2ccccc2O)C(=O)N1c1ccccc1
    -11%	-12%	-13%	-30%	·	-2.6	-9	8.4µM*	2
> COc1ccccc1CNC(=O)COC(=O)c1cc(-c2ccco2)nc2ccccc12
    2%	1%	35µM*	1%	·	-0.9	9	?	2
> C=CCNC(=O)c1ccc(CSc2nc3ccccc3s2)cc1
    9%	?	11%	?	-4	-2.0	-4	?	-12
> O=C1/C(=C/c2ccco2)SC(=S)N1CC1CCCO1 (configuration not stated)
    9%	3%	?	?	?	-0.4	-1	-14%	12

Further records follow.
SMILES | GLP1R ag | GLP-1R inv ag | WRN inhibitor | GLP1R cytotox | PI5P4Ka inh | IL2 activator | DRD3 antagonist | PLK1 PBD block | DRD3 agonist
O=C(Cn1ccc(NC(=O)OCc2ccccc2)nc1=O)NCCCN1CCCC1=O | -4% | 5% | -4% | 7% | -4 | 1.0 | -18 | -13% | 2
O=C(Nc1ccc(Cc2ccncc2)cc1)c1ccc(Cl)c([N+](=O)[O-])c1 | 8% | -24% | -7% | -13% | -9 | -0.4 | -29 | -1% | 0
COc1ccc(NC(=O)c2ccc(C)cc2)c(OC)c1 | 9% | -10% | -4% | 11% | -2 | 2.4 | -28 | -1% | -7
CN(C)c1nc(N/N=C/c2ccccc2O)nc(Nc2ccc(F)cc2)n1 | 13% | ? | -30% | ? | -5 | -0.1 | -85* | -17% | -36
COc1cccc(C(=O)Nc2ccc(N3CCCC3)cc2)c1 | 4% | ? | -33% | ? | -29 | 2.4 | 4 | -9% | -5
CCOc1cc(C2c3c(n[nH]c3C)C(=O)N2c2ccc(Br)cc2)ccc1O (configuration not stated) | 0% | ? | -5% | 7% | -5 | -3.6 | ? | ? | -5
COP(=O)(/C=C/c1ccccc1)C(O)c1ccc(F)cc1 (configuration not stated) | -3% | -12% | 2% | 17% | 9 | -0.4 | -20 | -11% | -5
CN(CC(=O)Nc1ccc(OC(F)(F)F)cc1)C1CCCCC1 | 1% | ? | -3% | -3% | 1 | -2.5 | -8 | -24% | -14
COc1ccc(Cl)cc1S(=O)(=O)N1CCN(c2ccc(F)cc2)CC1 | 5% | ? | -6% | -8% | 6 | -1.0 | -18 | -12% | -9
CCOC(=O)C1CCN(C(=O)COC(=O)c2c(C)c(CC)nc3ccccc23)CC1 | 0% | -29% | -6% | -20% | -2 | -4.1 | 28 | -9% | 0
CC(=O)Nc1cccc(-c2ccnc3c2CC(C)(C(=O)NCc2ccc(F)c(F)c2)O3)c1 (configuration not stated) | 14% | ? | -4% | -3% | 0 | 0.0 | ? | -2% | -7
COc1ccc(OCC(=O)NCCNC(=O)c2ccccn2)cc1 | 2% | -6% | -2% | 3% | 3 | 0.5 | 11 | 1% | 5
COc1cc(NC(=O)c2ccc(NS(=O)(=O)c3c(C)noc3C)cc2)cc(OC)c1 | 22% | ? | -21% | -4% | -7 | 2.1 | 3 | -12% | 0
COc1ccc(NC(=O)C(OC(=O)c2cnccn2)c2ccccc2)cc1Cl (configuration not stated) | -2% | 13% | 3% | -7% | 2 | -2.7 | -22 | -13% | 0
O=C(OCc1nnc(-c2ccccc2)o1)c1cc(F)c(F)cc1Cl | -2% | -8%[7.66 µM] | -10% | 0%[7.66 µM] | 6 | -0.4 | 11 | 0% | 1

Rewritten with values under each structure: part of the list above.
Order of results: GLP1R ag, GLP-1R inv ag, WRN inhibitor, GLP1R cytotox, PI5P4Ka inh, IL2 activator, DRD3 antagonist, PLK1 PBD block, DRD3 agonist
- COc1ccc(NC(=O)c2ccc(C)cc2)c(OC)c1
 : 9%, -10%, -4%, 11%, -2, 2.4, -28, -1%, -7
- COc1ccc(NC(=O)C(OC(=O)c2cnccn2)c2ccccc2)cc1Cl (configuration not stated)
 : -2%, 13%, 3%, -7%, 2, -2.7, -22, -13%, 0

Next section:
SMILES | GLP1R ag | GLP-1R inv ag | WRN inhibitor | GLP1R cytotox | PI5P4Ka inh | IL2 activator | DRD3 antagonist | PLK1 PBD block | DRD3 agonist
Cn1c(Cl)c(/C=N/OC(=O)C(C)(C)C)c2ccccc21 | 26% | ? | 5% | 0% | 13 | 1.1 | 10 | -14% | -6
O=C(Nc1nc2c(Cl)ccc(Cl)c2s1)C1CC1 | 9% | -7% | 6% | 1% | 4 | -3.4 | -6 | -2% | 5
CCN(CC)C(=O)c1ncn2c1c(=O)[nH]c1ccccc12 | -3% | -14% | -4% | -7% | 7 | -1.5 | 4 | -1% | 1
Cc1c(O)ccc2c(-c3ccccc3)cc(=O)oc12 | 9% | -30% | -6% | 310%[activator] | -9 | 0.7 | 32 | -9% | 1
Cc1c(Cl)cccc1NC(=O)CC(C(=O)O)C1CCCO1 (configuration not stated) | -9% | 35%[activator] | 8% | 4% | 0 | 0.0 | -22 | -5% | 0
Cc1ccc(SCC(=O)NC(=O)Nc2ccc3c(c2)OCCO3)cc1C | 1% | 1% | 4% | -6% | 8 | -0.4 | -12 | -1% | 1
Cn1ccnc1SCC(=O)Nc1ccc(Oc2ccccc2)cc1 | -4% | ? | -7% | 4% | 0 | 0.4 | -3 | -5% | 3
COC(C/C=C/[C@@H](O)[C@@H](C)OCc1ccccc1)OC | 1% | 24% | 5% | -7% | -2 | 0.0 | -2 | 2% | 29
O=C(NCCO)C1(c2ccccc2)CCCC1 | 8% | 0% | -20% | -10% | 0 | -0.2 | 0 | -1% | 3
CCOC(=O)C1=C(C)NC(C)=C(C(=O)OCC)C1c1ccc(O)cc1 | 9% | 8% | -3% | -6% | -1 | -2.2 | -4 | 1% | -1
C=CCNC(=O)c1onc(CSc2ccc(C(C)C)cc2)c1C(=O)O | -2% | ? | -3% | 12% | -22 | 1.0 | 4 | -2% | 2
COC(=O)/C=C/C(=O)Nc1cccc(C(F)(F)F)c1 | 8% | 7.9µM* | 3% | ? | 7 | -0.2 | -14 | -11% | 1
Cc1ccccc1Cn1nc(C)c(NC(=O)c2cc3n(n2)C(C(F)F)CC(C(F)F)N3)c1C (configuration not stated) | -6% | -8% | -9% | -2% | -6 | -0.3 | 10 | -1% | -2
